Cav3 T inh = human Cav3.2 channel inhibition, primary screen; hit rate 4% among 100,000; Cav3.2-expressing cells, Fluo-4 calcium fluorescence FDSS; stronger effect = lower value; AID 449739; B-score at 10 µM; O95180;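 active = single-dose well whose peak fluorescence ratio is a statistical outlier from its plate by either plate-standardised score or position-corrected B-score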
Starred values were filed as active, the others as inactive.

no.	Cav3 T inh	compound
1	-0.94	CCc1nnc(NC(=O)CSc2nnc(Cc3cc(=O)[nH]c(=O)[nH]3)n2-c2ccc(OC)cc2)s1
2	0.12	O=C(Cn1ccccc1=O)c1cccs1
3	-0.27	CC(=O)c1c[nH]c2ccc(C)cc2c1=O
4	-0.034	Cc1ccc(-n2c(C(C)n3nc(C)c([N+](=O)[O-])c3C)n[nH]c2=S)cc1 (stereo unspecified)
5	0.24	CCCCOC(=O)c1ccc(-c2ccc(/C=N/NC(=S)NCC)o2)cc1
6	0.76	O=C1c2ccccc2C(=O)N1CCCc1nc2ccccc2c(=O)n1Cc1ccco1
7	0.77	COc1ccc(Oc2cc(C)c3ccccc3n2)cc1
8	0.88	CCOc1cc2c(C#N)c(N3CCCCC3)nc(N)c2c(N)n1
9	0.31	O=C(CCNC(=O)Cn1ccc2ccccc2c1=O)NCCN1CCN(c2cccc(Cl)c2)CC1
10	0.58	NC(=O)NC1NC(=O)NC1=O (stereo unspecified)
11	1	CCn1c(SCC(=O)NCc2ccccc2)nnc1-c1ccccc1O
12	0.45	O=C(Cn1nc(-c2ccccc2)c2ccccc2c1=O)NCCN1CCOCC1
13	0.077	CC(C)Cc1cc(C(=O)Nc2cc(C(F)(F)F)ccc2Cl)no1
14	0.0042	CCc1ccccc1NC(=O)C(CC)Sc1nc2cc3c(cc2c(=O)n1Cc1ccco1)OCO3 (stereo unspecified)
15	-0.24	COC(=O)C(C)Sc1snnc1-c1ccccc1 (stereo unspecified)
16	0.48	Cn1cnc2cc(NC(=O)c3ccc(Cl)cc3)ccc21
17	-0.27	CCC12CCCN3CCC4(C(=C(C(=O)OC)C1)Nc1ccccc14)C32 (stereo unspecified)
18	-1	O=C(Cc1cn2ccsc2n1)Nc1ccccc1Oc1ccccc1
19	-0.59	O=S(=O)(c1cccc2nsnc12)N1CCN(c2ncccn2)CC1
20	0.2	CC1=C(C/C=C(\C)CCC[C@H](C)CCC[C@H](C)CCCC(C)C)C(=O)c2ccccc2C1=O

no.	Cav3 T inh	compound
21	-1.9	Cc1ccc(C)n1-c1nc(=S)[nH][nH]1
22	1.1	O=C1CS/C(=C\[N+](=O)[O-])N1c1ccc(OC(F)(F)F)cc1
23	-4.5*	O=C(CN(Cc1ccco1)C(=O)c1cccc(Cl)c1)Nc1c(Cl)cc(Cl)cc1Cl
24	0.26	Cc1cc(C)c(C)c(S(=O)(=O)ON2C(=O)c3ccccc3C2=O)c1C
25	0.11	Cc1cc(=O)oc(C)c1C(=O)NCc1cccnc1
26	0.25	Cc1cc(NC(=O)CCCC(=O)N(c2ccccc2)C(C(=O)NC2CCCCC2)c2cccs2)no1 (stereo unspecified)
27	-0.19	Cc1ccc(CSc2nnc(-c3cccnc3)o2)cc1
28	0.64	CCCNC(=O)c1cc(-c2ccc(OC)cc2)on1
29	0.29	Cc1nnc(Sc2nc3c(c(=O)n(C)c(=O)n3C)n2Cc2ccccc2Cl)s1
30	-1	NS(=O)(=O)c1ccc(CCNC(=O)C2CCCN(S(=O)(=O)c3cccnc3)C2)cc1 (stereo unspecified)
31	0.063	CN(C)CCNC(=O)c1c(CSc2ccccc2)noc1C(=O)NCc1ccccc1
32	-3.3	Cc1ccc(-c2nnc(SCc3ccc(C#N)cc3)n2Cc2ccco2)cc1
33	-0.46	COC(=O)c1sccc1NS(=O)(=O)c1ccc(OC)cc1
34	-0.81	CCOC(=O)C(CC)n1cnc2c(oc3ccccc32)c1=O (stereo unspecified)
35	0.84	CNC(=O)Cn1nc(C)c2ccccc2c1=O
36	1.1	O=C(c1ccccc1)N1CCC(c2nc3c(nnn3Cc3ccco3)c(=O)[nH]2)CC1
37	-2.6	CCOC(=O)c1cc(C)n(Cc2cccc(OC)c2OC)c1C
38	-0.016	O=C(N1CCCCC1)N1CCCN(C(=O)N2CCCCC2)CC1
39	-0.14	O=C(CN1CCCN(S(=O)(=O)c2ccc(Br)cc2)CC1)Nc1ccc2c(c1)OCO2
40	-0.19	Cc1cnn(C(=S)NCC2CCCO2)c1 (stereo unspecified)

no.	Cav3 T inh	compound
41	1.1	O=C(N1CCCC1)C12CCC3CC(CC(C3)C1)C2
42	-0.044	Cc1cc(C)n(C(=O)c2cc3c(s2)CCCC3)n1
43	-3.7	Cc1ccc(C)c(NC(=O)c2nnn(Cc3ccccc3C)c2N)c1
44	-1.8	CC(C)(C)NC(=O)CN(C(=O)CS(=O)CC(=O)Nc1ccc(F)cc1)c1ccc(F)c(Cl)c1 (stereo unspecified)
45	-0.25	O=C(Nc1ccnc(-c2cccnc2)n1)c1ccc(Cl)c(Cl)c1
46	-1.8	Cc1ccc(C(=O)c2cn[nH]c2-c2cc(Cl)ccc2O)cc1
47	-0.018	COc1ccc(N2CCN(C(=O)CCCN3C(=O)c4cccc5cccc(c45)C3=O)CC2)cc1
48	0.3	Cc1ccc(C(=O)Nc2ccncc2)o1
49	-1.7	O=C(Nc1ccccc1C(F)(F)F)N1CCN(c2ccc3nncn3n2)CC1
50	-7.9*	CC(C)(C)C(=O)c1no[n+]([O-])c1/C(=N/O)C(C)(C)C
51	-2.3	Cc1ccc(SCCNC(=O)c2cccc([N+](=O)[O-])c2C)cc1
52	1.8	CC(C)c1cc(N2CCN(C(=O)c3ccco3)CC2)n2c(nc3ccccc32)c1C#N
53	-0.21	Cc1cccc(NC(=O)c2ccccc2OCC(=O)N2CCOCC2)c1C
54	0.42	COc1ccc(NC(=O)Cn2nc3n(c2=S)CCC3)cc1
55	0.67	CCOC(=O)c1[nH]c(C)c(C(=O)NC2CCCCC2)c1C
56	0.46	CCOc1nc(NCCO)nc(NCCC2=CCCCC2)n1
57	-1	O=C(NCCc1cccc(Cl)c1)c1cccnc1
58	-3.5	CCOC(=O)C1CN(S(=O)(=O)c2cccc(C(F)(F)F)c2)c2cc(CC(=O)OC)ccc2O1 (stereo unspecified)
59	0.18	O=C(CCC(=O)Nc1nnc(C2CCCCC2)s1)NCC1CCCO1 (stereo unspecified)
60	0.29	COc1ccc(-n2cc(C(=O)c3cc4ccccc4oc3=O)c(C(C)=O)n2)cc1

3 entries out of the list, arranged by number of heavy atoms, high to low:
no.	Cav3 T inh	compound
60	0.29	COc1ccc(-n2cc(C(=O)c3cc4ccccc4oc3=O)c(C(C)=O)n2)cc1
49	-1.7	O=C(Nc1ccccc1C(F)(F)F)N1CCN(c2ccc3nncn3n2)CC1
59	0.18	O=C(CCC(=O)Nc1nnc(C2CCCCC2)s1)NCC1CCCO1 (stereo unspecified)

The main list resumes, repeating the 3 entries before the break.
no.	Cav3 T inh	compound
58	-3.5	CCOC(=O)C1CN(S(=O)(=O)c2cccc(C(F)(F)F)c2)c2cc(CC(=O)OC)ccc2O1 (stereo unspecified)
59	0.18	O=C(CCC(=O)Nc1nnc(C2CCCCC2)s1)NCC1CCCO1 (stereo unspecified)
60	0.29	COc1ccc(-n2cc(C(=O)c3cc4ccccc4oc3=O)c(C(C)=O)n2)cc1
61	0.53	c1ccc(-c2csc(NNC3=NCCCCC3)n2)cc1
62	-1.9	O=C(CSc1ccc2c(c1)OCCO2)Nc1ccc2c(c1)OCO2
63	0.16	Cc1[nH]nc2c1C(c1cccc(O)c1)C1=C(CC(C)(C)CC1=O)N2 (stereo unspecified)
64	0.28	Cc1nn2c(-n3ccnc3C)c3c(nc2c1-c1ccccc1)CCC3
65	0.025	CCOc1ccc(N2Nc3n[nH]c(N)c3N2)cc1
66	0.54	COCCCNC(=S)NNC(=S)Nc1ccc(F)cc1F
67	0.39	Cc1cc(C)n2nc(C(=O)Oc3ccc4c(c3)OCO4)nc2n1
68	-0.43	c1ccc2c(c1)CCN(c1nc3cc4c(cc3s1)OCO4)C2
69	-4.3*	Cc1cccc(C)c1NC(=O)C(C)c1ccc(-c2ccccc2)c(F)c1 (stereo unspecified)
70	-3.4	CC(C)CCNC(=O)CN(Cc1ccc2c(c1)OCO2)C(=O)Cn1nnc(-c2cccs2)n1
71	-0.17	CCCNC(=O)c1onc(CSc2cccc(OC)c2)c1C(=O)NCCC
72	0.75	O=C(CSc1ccccc1C(=O)O)NCc1ccco1
73	0.11	CCN(CC)CCCN(Cc1cc2cc(OC)c(OC)cc2[nH]c1=O)C(=O)Nc1ccccc1
74	-0.1	CCOc1cc(N2C(=O)CC3CS(=O)(=O)CC32)c(OCC)cc1NC(=O)c1ccccc1 (stereo unspecified)
75	1.3	CC(=O)c1ccc(NC(=O)CSc2nnc(Cc3cccn3C)n2-c2ccc(F)cc2)cc1
76	-0.13	CCN1CCN(CC(O)COc2ccc(Cl)cc2)CC1 (stereo unspecified)
77	1.1	Clc1ccc(-c2nc(Cc3ccccc3Cl)no2)cc1
78	1.8	COC(=O)c1nc(N)sc1-c1ccc(OC)cc1
79	-1.3	Cc1cccc(N2CCN(C(=O)c3cnn4c(C(F)F)cc(-c5ccccc5)nc34)CC2)c1C
80	0.49	O=C1CC(Nc2ccccc2)C(=O)N1CCc1ccccc1 (stereo unspecified)

no.	Cav3 T inh	compound
81	0.94	CCN(CC)C(=O)C(=O)N/N=C/c1cccs1
82	-2	CSc1ccc(-c2nnn(Cc3ccc(Br)cc3)n2)cc1
83	0.87	CCOC(=O)C(C)(C)Sc1ncnc2nc[nH]c12
84	-0.1	CC(Oc1ccc(F)cc1)C(=O)/C=C\N(C)C (stereo unspecified)
85	0.16	COc1cc(CNC2CCCCCC2)cc(OC)c1
86	-0.27	COc1ccc(OC)c(Nc2cc3ccccc3c(=O)[nH]2)c1
87	-0.6	COc1ccc2cc3c(N)nn(C(=O)C4CCC(C(C)(C)C)CC4)c3nc2c1 (stereo unspecified)
88	0.64	CC(C)=CC(=O)NCc1c(Cl)cccc1-n1cccc1
89	0.23	O=C(NCC1CCCO1)NC1CCCCC1 (stereo unspecified)
90	0.43	CC(C)n1nnnc1SCC(=O)NNC(=O)C1CCCCC1
91	-0.95	Cc1ccc(C(=O)NC(=S)Nc2ccc(-c3cc4ccccc4oc3=O)cc2)c(C)c1
92	-0.22	COc1ccc(CCn2nnnc2C(c2ccc(C)cc2)N2CCN(C)CC2)cc1OC (stereo unspecified)
93	-0.46	CCCCCCNC(=O)c1cccc(-c2ccc(C)c3ccccc23)n1
94	-0.048	Cc1ccc(C(=O)CCC(=O)CCC(=O)O)cc1
95	-0.3	O=C(CN(C(=O)CNC(=O)c1cccs1)c1ccc2c(c1)OCCO2)NC1CCCC1
96	-0.28	CCN1CCN(c2c(C(=O)c3ccc(OC)cc3)cnc3ccccc23)CC1
97	-1.9	Cc1c(C(=O)Nc2ccc(-n3cnnn3)cc2)oc2ccccc12
98	-0.57	CS(=O)(=O)Nc1ccccc1Oc1ccccc1
99	-0.075	CC(C)NC(=O)c1cc2c(s1)CCCC2
100	-0.18	S=c1[nH]ncn1/N=C/c1cccc(Oc2ccccc2)c1

no.	Cav3 T inh	compound
101	-3.4	CC1CCN(CCCOc2ccc(OCc3ccccc3)cc2)CC1
102	-0.13	COc1ccc(-c2cc(C(F)(F)F)nc(-n3cc(Br)cn3)n2)cc1
103	-0.019	CCCCC1=CC2=C(c3ccco3)C(=O)C(C)(OC(=O)c3ccc(OC)cc3)C(=O)C2=CN1CCOC (stereo unspecified)
104	-0.24	CNC(=O)c1ccccc1NC(=O)c1c(O)c2c([nH]c1=O)CCCC2
105	0.047	O=c1oc2c(CN3CCCCC3)c(O)ccc2c2c1CCCC2
106	-0.2	CCN(Cc1ccncc1)C(=O)c1cccs1
107	3.5*	C/C(Cl)=C\Cn1c(N2CCCC2)nc2c1c(=O)[nH]c(=O)n2C
108	-1.6	Cc1ccc(C(=O)NNC(=S)Nc2cccc(Cl)c2Cl)cc1[N+](=O)[O-]
109	-0.63	O=C(CSc1nc(C2CCCCC2)n(-c2ccccc2)n1)NCCN1C(=O)CSC1=O
110	-0.094	O=C(O)c1oc2ccccc2c1CN1CCN(c2ccccc2)CC1
111	-0.037	CCOc1ccccc1-n1c(SCC(N)=O)nnc1-c1ccco1
112	0.67	CCOc1ccc(C(=O)Cc2cc(OC)c(OC)cc2[N+](=O)[O-])cc1
113	0.027	NS(=O)(=O)c1ccc(Nc2nc(-c3ccccc3)cs2)cc1
114	-0.89	Cc1ccccc1CSc1nc2n(n1)C(c1cccs1)C1=C(CCCC1=O)N2 (stereo unspecified)
115	-0.34	O=C(CCCCCN1C(=O)c2ccccc2C1=O)Nc1ccc(F)cc1
116	-0.052	NC(=O)C1=C[C@@H](c2csc3ccccc23)C[C@@H](OCc2ccc(CO)cc2)O1
117	0.025	COc1cc(C2/C(=C(/O)c3ccc(F)cc3)C(=O)C(=O)N2CCCC(=O)O)ccc1O (stereo unspecified)
118	0.79	CCC(=O)Nc1cccc(-c2nc3ccccc3o2)c1
119	-0.3	O=C(Cc1ccccc1)NC(=S)Nc1ccc2oc(-c3ccccc3F)nc2c1
120	0.95	Cc1ccc(S(=O)(=O)Cn2nnnc2C(C)N2CCN(C(=O)c3ccco3)CC2)cc1 (stereo unspecified)

Single entries from the entries so far:
`O=C(CSc1nc(C2CCCCC2)n(-c2ccccc2)n1)NCCN1C(=O)CSC1=O` | Cav3 T inh = -0.63
`CCC(=O)Nc1cccc(-c2nc3ccccc3o2)c1` | Cav3 T inh = 0.79

Three of the entries above in order of the Cav3 T inh value, rising.
no.	Cav3 T inh	compound
62	-1.9	O=C(CSc1ccc2c(c1)OCCO2)Nc1ccc2c(c1)OCO2
41	1.1	O=C(N1CCCC1)C12CCC3CC(CC(C3)C1)C2
107	3.5*	C/C(Cl)=C\Cn1c(N2CCCC2)nc2c1c(=O)[nH]c(=O)n2C

Next records
no.	Cav3 T inh	compound
121	-4.6	CCCCCOC(=O)Nc1nnc(CCCCC)s1
122	0.21	NC(=O)C(CC(=O)O)NC(=O)[C@@H]1CCOc2c(I)cc([N+](=O)[O-])cc2C(=O)N[C@@H](CO)C(=O)N[C@@H](Cc2ccc(O)cc2)C(=O)N1 (stereo partly specified)
123	-1.2	COCc1nnc(NC(=O)CC(C)C)s1
124	0.45	COc1ccc(C2=NOC(C(=O)Nc3cc(C)on3)C2)cc1 (stereo unspecified)
125	0.29	CCOC(=O)c1ccc(NC(=O)C2=C(C)Nc3nc(CCCO)nn3C2c2ccc(OC)cc2)cc1 (stereo unspecified)
126	1.4	Cc1ccc(Cn2nnc3c(=O)[nH]c(C4CCN(C(=O)Cc5cccs5)CC4)nc32)cc1
127	-0.4	COC(=O)C(NC(=O)c1ccco1)(Nc1ccc(Br)cn1)C(F)(F)F (stereo unspecified)
128	1	COc1ccc(C(NC(=O)c2cccnc2)c2cc(Cl)c3cccnc3c2O)cc1OC (stereo unspecified)
129	0.059	COc1cccc2c1nc(C)c1cc(C)oc12

Screens: PubChem BioAssay, Vanderbilt High Throughput Screening Facility

The list is partial, so the mix of outcomes need not match the whole.
